Pf Dd2 growth = inhibitors of Plasmodium falciparum Dd2 growth; P. falciparum Dd2 growth, SYBR Green, 72 h; Potency, µM (top dose mostly 28.9 µM), for inactives: at the top dose activity, negative = inhibition, actives largely listed as inhibitors; hit rate 4.3% among 120,000; active = well fitted inhibition curve with a large enough effect; inconclusive = small, poorly fitted or top-dose-only effect; inactive = no such curve, though single readings can be large or run the other way;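 note: plate controls were DMSO vehicle for no effect and reference drug for full effect; nearly all actives have a fitted effect of over 65% in size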
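Readout: SYBR Green fluorescence, 485 nm excitation, 535 nm emission, after ~16 h lysis at 37C. Before that, Dd2-infected red cells (2.5% hematocrit) grew 72 h with compound, 29 uM top final concentration.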
Active calls of the source: *; i = inactive; ? = inconclusive; [ ] = dose if it differs, or a comment. Potency is the fitted concentration of half-maximal effect. These rows are one share of the data, so the mix of outcomes need not match the whole.

SMILES	Pf Dd2 growth
COc1ccc(NC(=O)N[C@@H]2C=C[C@@H](c3c(C)nn(-c4ccc(C(C)C)cc4)c3C)C2)cc1	11.2µM*
O=C(Cc1ccccc1)N1CCC2(CCCCO2)CC1	-11.1%
COCCN(Cc1ccc(C)cc1)Cc1ccc(C#N)cc1	i
CC(=O)N1CCC(N2C[C@@H](F)[C@@H](OCc3nc4ccccc4o3)C2)CC1	-2.0%[44.1 µM]
O=C(c1ccc(F)cc1)N1CCC(N2CC3CCCN3C2=O)CC1 (stereo unspecified)	-13.4%[44.1 µM]
CCOC(=O)N1CCN(C(=O)c2ccc3c(c2)N(Cc2cccc(Cl)c2)C(=O)c2ccccc2S3=O)CC1 (stereo unspecified)	-10.8%
CCN(CC)CC(=O)N1CCC(Oc2ccccc2C)(C(=O)O)CC1	-16.2%
CCCC12CN3CC(CCC)(CN(C1)C3c1ccccn1)C2=O (stereo unspecified)	?
Cc1ccccc1-c1cc(C(=O)NCCC(N)=O)c2c(c1)N(C)CCO2	-10.1%[44.1 µM]
CN1C[C@H]2CN(C(=O)c3ccc(C(F)(F)F)cc3)CCN2C1=O	?
CN(CC1COc2ccccc2O1)C(=O)c1cn(Cc2ccccc2Cl)nn1 (stereo unspecified)	-17.7%
Cn1nc(-c2ccc(F)cc2)cc1[C@H]1CN2CC[C@H]1C[C@@H]2CNC(=O)c1cccs1	12.6µM*
COc1cc2c(cc1OC)C(CC(=O)O)N(C(=O)Nc1cc(OC)c(OC)c(OC)c1)CC2 (stereo unspecified)	i
CCOC(=O)C1CCN(c2nc3c(S(=O)(=O)c4ccc(CC)cc4)nnn3c3ccc(Cl)cc23)CC1	i
CCOc1ccccc1CNC(=O)c1ccc2nc(N3CCC(C)CC3)sc2c1	-5.6%
COC(=O)[C@H](NC(=O)C1=C[C@@H](NC(=O)c2ccc(F)c(Cl)c2)[C@@H](O)[C@H](O)C1)C(C)C	-18.0%
Cc1[nH]n2c(=O)cc(-c3ccccc3Cl)nc2c1-c1ccccc1	24.0%
O=C(C1CC2(CCNCC2)CN1)N1CCCN(Cc2ccc(F)cc2)CC1 (stereo unspecified)	-17.7%
CN1CCN(C(=O)CC[C@H]2CNC(=O)[C@@H]3[C@@H](CCN3Cc3ncc[nH]3)N2C)CC1	14.0%[44.1 µM]
O=C(c1ccccc1F)N1CCCC2(C1)NC(=O)N(Cc1ccc(Cl)cc1)C2=O (stereo unspecified)	-0.5%
Cc1cccn2c(=O)cc(CN3CCC4(CC3)C(C(=O)O)CC(=O)N4C)nc12 (stereo unspecified)	-7.0%
Cc1ccc(Cl)cc1N1CCN(C(=O)c2c(C)oc3ncnc(N4CCCCC4)c23)CC1	?
COCCC1(C(=O)O)CCCN(C(=O)c2cc(F)ccc2OC)C1 (stereo unspecified)	-3.3%
CCN1CC(CNC(=O)CC2c3ccccc3CCc3ccccc32)CC1=O (stereo unspecified)	-0.5%
Cc1oc(C)c2c(=O)cc(-c3ccc4c(c3)OCO4)cc(OC(=O)c3cccc(Br)c3)c12	-3.3%
Cn1cc(CC(=O)N2CCCc3ncc(C(=O)NCc4cccs4)cc32)c2ccccc21	?
O=C1N(Cc2cccc(F)c2F)CCCC12CCN(c1nc3ccccc3o1)C2 (stereo unspecified)	-10.7%
COc1ccc2cc3c(N)nn(C(=O)c4ccccc4Cl)c3nc2c1	?
Cc1nn2c(C)c(C(=O)NCc3cccc(Br)c3)cnc2c1-c1ccccc1	2.2%
CCCNC(=O)C(NC(=O)c1ccccc1C)C1CCN(C(=O)c2ccc(OC)cc2)CC1 (stereo unspecified)	?
COCCNc1nc2c(c(=O)n(C)c(=O)n2C)n1Cc1c(F)cccc1Cl	-6.9%
CC(C)CCNC(=O)N1CCC(OC2CCN(Cc3ccccc3)CC2)CC1	?
COc1cc(NC(=O)Cn2c(-c3cnccn3)nc(C)c(CCO)c2=O)cc(OC)c1OC	7.9%
COc1ccc(-c2ccc3ncc(Nc4cnccn4)n3n2)cc1OC	?
CC(C)c1nn2c(=O)cc(COC(=O)c3ccc(NC(=O)c4cccs4)cc3)nc2s1	7.0%
O=C(O)CCn1ncc2cc(OC3CCN(C(=O)OCc4ccccc4)CC3)ccc21	i
COc1ccc(S(=O)(=O)c2cnc3cc(OC)c(OC)cc3c2N2CCCC(C)C2)cc1 (stereo unspecified)	i
COc1ccc(Cl)cc1NC(=O)c1c(NCc2ccc(C)o2)sc2c1CCC(C)C2 (stereo unspecified)	?
O=C(Nc1ccc(F)cc1)N1CCN2C(=O)N(C3CCOCC3)C[C@H]2C1	9.8%[44.1 µM]
COc1ccc(-c2cc(N3CCCC(NC(=O)c4cc(C)cc(C)c4)C3)n[nH]2)cc1 (stereo unspecified)	8.91µM*
Cc1oc(-c2cccc(Oc3ccccc3)c2)nc1CN1CCC(C#N)CC1	i
O=C(NCCc1ccccc1)c1ccc(CSc2nc3cccnc3n2Cc2ccc(F)cc2)cc1	8.91µM*
CCC1CCCCN1CCCNC(=O)CCc1cc2cc(OC)ccc2[nH]c1=O (stereo unspecified)	-19.5%
O=C(Nc1ccc(Br)cc1F)N1CCC(CN2CCCC2)CC1	i
O=C(NCc1cccnc1)C1CC(=O)N(c2n[nH]c3ccccc23)C1 (stereo unspecified)	7.4%
CC(NC(=O)CCCC1=NS(=O)(=O)c2ccccc2N1)c1ccccc1 (stereo unspecified)	4.3%
CCOc1ccccc1CN1CCCC(c2nc(-c3cccnc3)no2)CCNC(=O)CC1 (stereo unspecified)	3.98µM*
Cc1cccc(NC(=O)NCCn2c(=O)oc3ccc(C)cc32)c1	55.0%[activator]

Overlap with the part before: two entries, followed by the next part.
SMILES	Pf Dd2 growth
CCOc1ccccc1CN1CCCC(c2nc(-c3cccnc3)no2)CCNC(=O)CC1 (stereo unspecified)	3.98µM*
Cc1cccc(NC(=O)NCCn2c(=O)oc3ccc(C)cc32)c1	55.0%[activator]
CCc1ccc(CNC(=O)c2cc3n(n2)CC(c2ccc(Cl)cc2)OC3)cc1 (stereo unspecified)	-2.4%
O=C(CCc1nnn2c1CNCC2)N1CCOCC1	-8.3%
COc1ccc(CNS(=O)(=O)c2ccc3c(c2)NC(=O)C(C)C(=O)N3)cc1 (stereo unspecified)	-23.2%
Cc1cn2nnc(C(=O)N3CCC(C(=O)Nc4ccc(Cl)cc4)CC3)c2c(=O)[nH]1	i
CN1C[C@@H](F)[C@@H](OCc2nc3ccc(C(F)(F)F)cc3[nH]2)C1	?
COc1ccc2c(C)cc(SCC(=O)Nc3nsc(-c4ccc(C(C)(C)C)cc4)n3)nc2c1	?
Cc1noc(-c2nnn3c2COC(c2ccc(F)cc2)C3)n1 (stereo unspecified)	i
Cc1ccc(C(=O)N2CCC3(CC2)COc2ccccc2CN3)cc1	?
O=C(Cc1ccc(F)cc1)N1CCC2(CC1)NC(=O)N(c1ccc(F)cc1)N2	-16.1%
CCOc1ccc(NC(=O)Cn2c(=O)n(Cc3nc(-c4ccccc4)no3)c(=O)c3cc4c(cc32)OCO4)cc1	?
O=C(NC1CCOCC1)c1ccnc(-c2nnc3ccc(Nc4ccccc4)nn23)c1	?
COc1ccccc1C(=O)N1CCC(c2nnc3n2C(C(=O)O)CC3)CC1 (stereo unspecified)	14.7%

No new results follow: entries from further up.
SMILES	Pf Dd2 growth
CCc1ccc(CNC(=O)c2cc3n(n2)CC(c2ccc(Cl)cc2)OC3)cc1 (stereo unspecified)	-2.4%
O=C(CCc1nnn2c1CNCC2)N1CCOCC1	-8.3%

Additional results follow.
SMILES	Pf Dd2 growth
Cn1c2c(c3ccccc31)CN(C(=O)Nc1ccccc1F)CC2	11.2µM*
COc1ccc(Cl)cc1NC(=O)CCC1CCCN(C(=O)CN2CCOC2=O)C1 (stereo unspecified)	0.7%
COc1ccc(-c2cn3nc(N4CCC(C(=O)NCc5ccc(F)cc5)CC4)sc3n2)cc1	2.8%
COC(=O)[C@]1(C)N[C@H](c2cccnc2N2CCOCC2)[C@@H]2C(=O)N(C)C(=O)[C@@H]21	11.1%
COc1ccccc1C(=O)N1CCC(Oc2ccc(C(=O)N3CCOCC3)cn2)CC1	2.7%
O=C(c1cccs1)N1CCN(C(=O)c2nnn3c2COC(c2ccc(Cl)cc2)C3)CC1 (stereo unspecified)	?
CN1CCN(c2ccc3ncc(Nc4ccc(F)cc4)n3n2)CC1	?
Cc1ncc2n1C(=O)N(C1CCN(Cc3ccc(OC(F)(F)F)cc3)CC1)C2	?
Cc1ccc(NC(=O)/C=C/c2ccccc2)c(Br)c1	-6.9%
COCCNC(=O)c1nc(-c2ccccc2)c2ccccn12	?
Clc1ccccc1CN1CCc2nc(N3CCN(c4ncccn4)CC3)ncc2C1	?
COc1ccc(CN2CCNc3cc(-c4ccnc(C)c4)ncc3C2)cc1	i
CN(Cc1cc2n(n1)CCNC2)Cc1nc2ccsc2c(=O)[nH]1	-18.8%
CC(C)NC(=O)NC[C@H]1C[C@@H]2CCN1C[C@@H]2CN1CCC(Cc2ccccc2)CC1	i
CCCCn1c(=NC(=O)C(C)(C)Oc2ccc(Cl)cc2)c(C(=O)OCC)cc2c(=O)n3ccccc3nc21	16.4%
CCCc1nn2c(=O)cc(COC(=O)C3CCCCC3)nc2s1	i
Cn1c(SCC(=O)Nc2ccccc2F)nc2c([nH]c3ccccc32)c1=O	i
COc1cc(NC(=O)c2nc3cc(C)c(C)cc3n(C)c2=O)cc(OC)c1OC	-3.7%
COc1ccc(CCNC(=O)C(=O)NCC(c2cccs2)S(=O)(=O)c2cccs2)cc1 (stereo unspecified)	i
O=C(NCCc1ccccc1F)c1ccc2nccn2c1	9.2%[44.1 µM]
COc1ccc(CN2CCc3c(c(=O)n4ncc(C(=O)N5CCN(c6ccc(F)cc6)CC5)c4n3C)C2)cc1	?
CCc1cccc(C)c1Nc1c(-c2ccccc2)nc2sccn12	-9.4%
CS(=O)(=O)N1CCCC(C(=O)N2CCN(c3ccccc3F)CC2)CCNC(=O)CC1 (stereo unspecified)	17.6%
Cc1nc(N2CCN(C(=O)Cc3ccccc3Cl)CC2)cc(C(F)(F)F)n1	-17.9%
CC(=O)c1cc(-c2ccccc2)n(CCC(=O)NCc2ccc(C)cc2)c1C	46.5%[activator]
Cc1ccc(C(=O)N2CCN(C(=O)c3nnn4c3COC(c3ccc(Cl)cc3)C4)CC2)c(C)c1 (stereo unspecified)	-1.8%
COc1ccc(C(=O)Nc2nc3c(s2)C[C@@H]2[C@](C)(CO)[C@H](O)CC[C@@]2(C)[C@@H]3CC(=O)NCc2ccccc2)cc1	?
COc1ccc(C(=O)N[C@@H]2C=C[C@@H](c3c(C)nn(-c4ccc(C)c(Cl)c4)c3C)C2)cc1	4.47µM*
O=C(Nc1nc2c(s1)CCCC2)C1CC(=O)N(c2n[nH]c3cccc(F)c23)C1 (stereo unspecified)	-13.1%
Cc1nc2c(c(-c3ccc(O)cc3)n1)CN(Cc1ccc(F)cc1)CCC2	i
Cc1nc(-c2ccncc2)ncc1C(C)Nc1ncnc(C)c1C (stereo unspecified)	-8.5%
O=C(NC[C@H]1C[C@@H]2CCN1C[C@@H]2CN1CCCC1)c1ccco1	30.5%[44.1 µM]
COc1ccc(NS(=O)(=O)c2cc(-c3onc(C)c3C)ccc2C)c(OC)c1	-7.0%
COc1ccc(OC2CN(C(=O)c3ccccc3OC)C2)cc1	11.1%
COc1ccc(-c2[nH]ncc2CN2CCCCCNC(=O)CC2c2ccccc2)cc1 (stereo unspecified)	?
CN1CCNc2cc(NCc3ccccc3)ncc2C1	-1.4%[44.1 µM]

A second format for some results above:
COc1ccc(C(=O)N[C@@H]2C=C[C@@H](c3c(C)nn(-c4ccc(C)c(Cl)c4)c3C)C2)cc1
  Pf Dd2 growth: 4.47µM*
O=C(Nc1nc2c(s1)CCCC2)C1CC(=O)N(c2n[nH]c3cccc(F)c23)C1 (stereo unspecified)
  Pf Dd2 growth: -13.1%
Cc1nc2c(c(-c3ccc(O)cc3)n1)CN(Cc1ccc(F)cc1)CCC2
  Pf Dd2 growth: i

Ordered by molar mass (lowest first): part of the list above
SMILES	Pf Dd2 growth
CCc1cccc(C)c1Nc1c(-c2ccccc2)nc2sccn12	-9.4%
COc1ccc(CNS(=O)(=O)c2ccc3c(c2)NC(=O)C(C)C(=O)N3)cc1 (stereo unspecified)	-23.2%
CCOC(=O)N1CCN(C(=O)c2ccc3c(c2)N(Cc2cccc(Cl)c2)C(=O)c2ccccc2S3=O)CC1 (stereo unspecified)	-10.8%

Continued:
SMILES	Pf Dd2 growth
COCCn1ccc2c(C3=CCOCC3)nc(-c3cccc4cn[nH]c34)cc21	-11.4%[44.1 µM]
CCOC(=O)c1ccc2c(c1)N(Cc1ccc(F)cc1Cl)C(=O)c1ccccc1S2(=O)=O	?
O=C(Nc1ccccc1)N1CCN2C(=O)N(Cc3ccc(F)cc3)C[C@H]2C1	i
COc1ccc(C(=O)NCc2nnc3ccc(-c4ccc(F)cc4)nn23)c(OC)c1	?
COc1ccc(-c2cn3nc(SCC(=O)Nc4ccccc4F)ccc3n2)cc1	-1.8%
COc1cccc(-c2cc(C(=O)NCCc3cnc[nH]3)c3c(c2)N(C)CCO3)c1OC	i
CN(CC1CCOCC1)C(=O)c1cccc(Cl)c1	?
CCc1cccc2c(C(CC(=O)NCc3ccco3)c3ccc(OC)c(OC)c3)c[nH]c12 (stereo unspecified)	?
CCCc1ccc(S(=O)(=O)N2CCc3nc4cc[nH]n4c(=O)c3C2)cc1	60.9%[activator][5.79 µM]
CCc1nc(-c2c3n(c(=O)n(CC(=O)Nc4ccccc4CC)c2=O)CCCCC3)no1	i
Clc1cccc(-n2ncc3c(NCCCn4ccnc4)ncnc32)c1	17.9%
CC(=O)N1C[C@@H](C(=O)NCc2cccs2)[C@H](c2nc(C)no2)C1	23.1%
O=C1CC(c2ccccc2)N(C(=O)Nc2ccccc2)CCCCCCN1 (stereo unspecified)	i
CCCN(C)c1nccnc1OC1CCN(C(=O)C2CCOCC2)C1 (stereo unspecified)	12.9%
CCOc1ccccc1CNC(=O)c1cc(-c2ccc(OC)cc2)nc2ccc(C(C)C)cc12	?
COc1cccc(-c2nc(-c3ccc(-c4ccccc4)nc3OC)no2)c1	13.8%
